# HCMV antiviral: inhibitors of human cytomegalovirus; HFF cells, HCMV-luciferase reporter, 72 h; stronger effect = lower value; activity change, negative = inhibition, % at 57.5 µM; 410,000 compounds, 4.5% hits; in the data active means activity change below about -60%; inconclusive means no clear call, values can overlap the other calls; inactive means above about -39%
#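 Human foreskin fibroblasts infected with luciferase-reporter HCMV at MOI 1 PFU/cell, compounds at two doses. Luciferase measured 72 h post infection; normalized to buffer-only basal and Salinomycin (10uM) controls.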
# AmpC detergent: AmpC beta-lactamase inhibition with detergent present; AmpC hydrolysis of nitrocefin, absorbance 480 nm, 0.01% Triton; Potency, µM (titrated, usually from 114 µM), for the others: top-dose activity change, negative = inhibition, hits mostly inhibitors; 370,000 compounds, 0.041% hits;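 further: potency means the concentration at half of the fitted maximal effect; 0% = no-compound wells and -100% = no-enzyme wells; nearly all actives have a fitted effect of over 25% in size; some results filed as inactive show a strong effect at the top dose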
# Target sequence (P00811 whole entry, looked up): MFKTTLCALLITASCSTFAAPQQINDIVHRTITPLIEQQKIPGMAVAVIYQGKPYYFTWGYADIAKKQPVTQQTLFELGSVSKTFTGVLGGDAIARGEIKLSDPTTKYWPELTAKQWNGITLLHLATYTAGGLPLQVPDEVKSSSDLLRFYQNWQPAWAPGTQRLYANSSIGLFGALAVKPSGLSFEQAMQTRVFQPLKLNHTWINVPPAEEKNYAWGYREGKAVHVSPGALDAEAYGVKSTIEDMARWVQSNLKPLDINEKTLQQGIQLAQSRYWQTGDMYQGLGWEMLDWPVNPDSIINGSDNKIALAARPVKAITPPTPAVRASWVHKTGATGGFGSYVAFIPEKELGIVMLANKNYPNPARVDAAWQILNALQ
#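 20 mM phosphate pH 7.0 + 0.01% (detergent screen) or 0.0001% Triton X-100; 5.3 nM AmpC reagent; cpd preinc 15 min RT; nitrocefin (800 uM stock) to start; A480 q20 s × 4 min; Activity was normalised to no-enzyme and no-compound control wells.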
# LmPK inhibitor: blocks Leishmania mexicana pyruvate kinase activity. purified LmPK, Kinase-Glo ATP luminescence, 1 h. Potency, µM (titrated, usually from 57.5 µM), for the others: at the highest dose activity change, negative = inhibition, actives largely listed as inhibitors. 290,000 compounds, 0.37% hits; further: potency means the concentration at half of the fitted maximal effect
# Target sequence (Q27686 whole entry, looked up): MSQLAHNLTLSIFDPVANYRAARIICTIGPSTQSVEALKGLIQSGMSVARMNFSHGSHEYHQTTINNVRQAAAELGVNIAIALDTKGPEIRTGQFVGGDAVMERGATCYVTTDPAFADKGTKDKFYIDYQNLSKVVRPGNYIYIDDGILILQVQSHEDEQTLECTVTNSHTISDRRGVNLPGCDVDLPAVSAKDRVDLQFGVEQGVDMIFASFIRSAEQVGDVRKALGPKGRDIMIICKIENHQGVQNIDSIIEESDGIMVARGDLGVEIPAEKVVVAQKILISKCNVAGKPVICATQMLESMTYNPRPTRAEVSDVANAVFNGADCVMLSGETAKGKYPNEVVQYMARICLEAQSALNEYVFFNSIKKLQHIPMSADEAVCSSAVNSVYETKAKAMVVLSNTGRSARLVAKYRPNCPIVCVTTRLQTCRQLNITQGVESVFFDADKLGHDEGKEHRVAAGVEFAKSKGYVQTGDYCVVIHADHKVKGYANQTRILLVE
#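 In 50 mM imidazole pH 7.2 with 7 mM MgCl2, LmPK (0.1 nM) turned over PEP (0.5 mM) and ADP (0.1 mM) for 1 h at room temperature. Luciferase read-out of ATP.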
# AMA1-RON2 inh: AMA1-RON2 (P. falciparum) interaction inhibition; AlphaScreen AMA1-biotinylated RON2 peptide binding; Potency, µM (series often up to 58.2 µM), inactives show top-dose activity change, negative = inhibition, hits mostly inhibitors; 360,000 compounds, 0.2% hits; AID 720542;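 further: potency means the concentration at half of the fitted maximal effect; 0% = vehicle wells and -100% = peptide control; nearly all actives have a fitted effect of over 45% in size; some results filed as inactive show a strong effect at the top dose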
#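 AMA1 (3D7) with his tag at 25 nM final met compounds first, then biotinylated RON2 peptide at 25 nM; detection used donor plus acceptor beads, 10 µg/mL apiece, read by AlphaScreen after 30 min at room temperature.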
# Tb PYK inh: inhibitors of Trypanosoma brucei pyruvate kinase. 410,000 compounds, 0.12% hits. Potency, µM (doses to about 76.8 µM), inactives show top-dose activity, negative = inhibition, hits mostly inhibitors. Q57TT1. TbPYK enzyme, Kinase-Glo Plus ATP luminescence, 45 min; further: potency means the concentration at half of the fitted maximal effect; nearly all actives have a fitted effect of over 50% in size
#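 Luminescence from Kinase-Glo Plus, added after a 45-minute room-temperature reaction, served as the end-point read-out. The enzyme and substrate were preincubated with compound before ADP (130 uM final) initiated turnover. Concentration-effect curves came from normalized qHTS data.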
# AmpC no deterg: AmpC beta-lactamase inhibition without detergent. P00811. AmpC nitrocefin hydrolysis, absorbance 480 nm, 0.0001% Triton. Potency, µM (titrated, usually from 57.1 µM), inactives show top-dose activity change, negative = inhibition, actives largely listed as inhibitors. 330,000 compounds, 0.52% hits. AID 485341;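 further: potency means the concentration at half of the fitted maximal effect; plate controls were no compound for no effect and no enzyme for full effect; nearly all actives have a fitted effect of over 20% in size; some results filed as inactive show a strong effect at the top dose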
#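 AmpC (5.3 nM in the dispensed reagent) in 20 mM phosphate pH 7.0 with 0.01% (detergent screen) or 0.0001% Triton X-100 was preincubated with compounds for 15 min at room temperature. Nitrocefin was then added from an 800 uM solution, and hydrolysis was followed at 480 nm.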
# Sm TGR block: S. mansoni TGR enzyme inhibition | Potency, µM (series often up to 114 µM), for inactives: top-dose activity change, negative = inhibition, hits mostly inhibitors | 360,000 compounds, 3% hits | purified TGR, DTNB reduction, TNB absorbance 405 nm; further: potency means the concentration at half of the fitted maximal effect; nearly all actives have a fitted effect of over 60% in size
#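 First, TGR (20 nM dispensed) and NADPH were mixed with compound. Second, a 15 min room-temperature incubation followed. Third, further NADPH and then DTNB were added to start the reaction. Finally, TNB absorbance was monitored kinetically.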
# Active calls of the source: *; ? = inconclusive; . = not tested or not shown; & = joins results of further samples; [ ] = dose if it differs, or a comment. Unless noted, the call rests on the fitted dose curve; in most records, active means well fitted curve in the direction sought with a large enough effect; inconclusive means small, poorly fitted or top-dose-only effect, or another doubt; inactive means no such curve, though single readings can be large; an effect the other way counts as inactive or inconclusive. Unless noted, on the % scale 0 is the no-effect control and ±100 the full control effect. Compounds as they come; overall some 7.4% were active at least once.
# Fields: HCMV antiviral, AmpC detergent, LmPK inhibitor, AMA1-RON2 inh, Tb PYK inh, AmpC no deterg, Sm TGR block
> OC(COc1ccc(Cl)cc1)CN1C2=NCCCN2c2ccccc21 (stereo unspecified)
→ 12, 12%, 3%, 3%, -1%, 20%, 0%
> COC(=O)c1ccccc1NC(=O)c1ccc2c(c1)CCN2S(=O)(=O)c1ccc(Cl)cc1
→ 1, 22%, ., ., 2%, ., -2%
> Cn1ccsc1=NC(=O)c1ccc(Cl)c([N+](=O)[O-])c1
→ 40, -2%, -1%, 6%, 3%, -9%, 1%
> CCc1ccccc1NC(=O)CSc1nnc([C@@H](N)Cc2ccccc2)o1
→ 19, -10%, -4%, 47%[activator], 2%, -2%, 0%
> COc1cccc(N=Nc2c(N)[nH][nH]c2=O)c1
→ 25, 3%, -22%, -4%, -13%, -16%, 17%
> c1ccc(COc2ncnc3c2ncn3CCCNCc2ccc3c(c2)OCO3)cc1
→ -17, ., ., 6%, 1%, ., .
> Cc1cccc(-c2c(NC(=O)c3ccco3)oc3c(C)cccc3c2=O)c1
→ -7, 0%, 9%, 2%, 0%, -11%, 4%
> COc1cccc(C(=O)NCCN2CCC(n3c(=O)[nH]c4ccccc43)CC2)c1
→ 4, ., ., -2%, 0%, ., .
> COc1ccc(CCNC(=O)Nc2ccc3c(c2)OCO3)cc1OC
→ 18, -3%, 0%, -8%, -4%, -14%, -7%
> CCOc1ccc(CCNC(=O)CCn2c(=O)c3cccn3c3cccnc32)cc1
→ -28, -6%, ., ., -2%, ., 1%
> CC12C=CC(=O)C=C1CCC1C2C(=O)CC2(C)C1CCC2(O)C(=O)CO (stereo unspecified)
→ -37, ., ., -7%, -1%, ., .
> CCN(c1ccccc1)S(=O)(=O)c1ccc(C(=O)NCC2(N(C)C)CCCCC2)cc1
→ -35, 0%, ., 2%, -2%, 16%, -8%
> Oc1ccc(Br)cc1/C=N/Nc1nc(N2CCCCC2)nc(N2CCOCC2)n1
→ ?, 7%, 4%, 29%, 1%, -18%, 8%
> CCCCOC(=O)C1=C(C)NC(=O)NC1c1cc2c(cc1Br)OCO2 (stereo unspecified)
→ -14, -1%, 2%, 4%, -10%, 2%, -31%
> O=C(Nc1ccccc1)/C(=C/c1ccc([N+](=O)[O-])cc1)NC(=O)c1ccccc1
→ -28, -20%, -3%, -13%, -2%, -29%, -14%
> CCOC(=O)c1c(C)c(-c2ccccc2)n(CC(=O)NC2CCCCC2)c1C
→ 18, 21%, ., ., -13%, ., 0%
> Cc1ccc(Cl)cc1NC(=S)N(C)N
→ 25, -7%, 4%, 82%[activator], -7%, 38%, 7%
> CCc1nn(CC(=O)NCc2ccccc2Cl)c(=O)c2cccn12
→ -24&15, 9%&-7%, -7%, 0%, 6%&2%, -5%, -2%&0%
> CC(C)c1cc(-c2nc(-c3ccc(Br)cc3)no2)n[nH]1
→ 29, 3%, ., ., 2%, ., 6%
> COc1ccc(-c2nc(CNC(=O)NC3CCCCC3)c(C)o2)c(OC)c1
→ 9, 3%, ., ., -1%, ., -4%
> O=C(NCC1CCCO1)c1cc(-c2ccccc2)on1 (stereo unspecified)
→ 125, -4%, -11%, -1%, -8%, -33%, 7%
> O=C(NCc1ccc(F)cc1)C(c1ccc(F)cc1)N(C(=O)c1csnn1)C1CC1 (stereo unspecified)
→ 6, -3%, 10%, 1%, -3%, -7%, -1%
> O=C(CN1C(=O)C2(OCCO2)c2ccccc21)c1ccc(Cl)cc1
→ 20, ?, 0%, 0%, -10%, 0%, 3%
> Cc1nn(Cc2ccc(Cl)cc2)c(C)c1NC(=O)CSc1n[nH]c(C)c1[N+](=O)[O-]
→ -3, -8%, 0%, 7%, 12%, -8%, -2%
> CCCCn1c(N)c(N(CCOC)C(=O)c2cc(Cl)nc3ccccc23)c(=O)[nH]c1=O
→ -12, -9%, ., -2%, 3%, -27%, 0%
> Cc1ccccc1C(=O)Nc1c(-c2cccs2)c(=O)c2ccccc2n1C
→ 19, 3%, 5%, -6%, -3%, -21%, 1%
> COC(=O)c1cnc(N2CCN(c3ccccc3F)CC2)c2ccccc12
→ -6, 24%, ., ., 3%, ., 6%
> O=C(O)c1ccc(N/N=C/c2cc3c(cc2[N+](=O)[O-])OCO3)cc1
→ ?, 4%, -3%, -7%, -13%, -15%, -4%
> O=C1OCCC1S(=O)(=O)c1ccc2ccccc2c1 (stereo unspecified)
→ -18, -13%, 1%, 7%, 2%, -5%, 0%
> O=C(NCc1ccccc1F)c1ccc2c(c1)OCCO2
→ 67, -5%, 2%, 7%, 8%, -13%, -2%
> CCCc1nc2cc(CC(=O)OC)ccc2o1
→ -10, ?, 2%, -4%, 10%, -9%, 1%
> Cc1ccccc1CN1C(=O)c2ccccc2Sc2ccc(C(=O)NC3CCCCC3)cc21
→ -13, -1%, ., ., -3%, ., 11%
> CC(NC(=O)C1CCN(S(=O)(=O)c2ccc3nc4c(c(C(=O)O)c3c2)CCCC4)CC1)c1ccccc1 (stereo unspecified)
→ -8&23, -3%&-5%, -4%, 14%, 1%&-2%, -33%, 4%&-11%
> CC1CCC/C(=N/Nc2ccc([N+](=O)[O-])cc2[N+](=O)[O-])C1 (stereo unspecified)
→ ?, -6%, 10%, ?, 5%, -28%, -18%
> O=C(CSc1nc2c(cnn2-c2cccc(Cl)c2)c(=O)[nH]1)NCCC1=CCCCC1
→ -2, -1%, ., 0%, 1%, -26%, 0%
> Cc1ccc(-c2nc3cc(C)ccc3o2)cc1
→ 44, 3%, ?, -1%, 1%, -18%, 0%
> COC(=O)c1oc2ccccc2c1NC(=O)/C=C/C(=O)O
→ ?, 6%, 8%, -12%, -3%, -25%, -1%
> O=C(COc1ccc(S(=O)(=O)N2CCCCC2)cc1)NCc1ccncc1
→ 8, -5%, -6%, 10%, -11%, -23%, -23%
> C#CCOCCOCCOCCNc1nc(N2CCN(C(=O)Cn3cc(CC(C)O)nn3)CC2)nc(N2CCN(C(=O)Cn3cc(CC(C)O)nn3)CC2)n1 (stereo unspecified)
→ 61, ?, -1%, 1%, -7%, 13%, -8%
> COc1ccc(OC)c(C2C(C#N)=C(N)Oc3c2c(C)nn3-c2cccc(Cl)c2)c1 (stereo unspecified)
→ -13, ?, -2%, -18%, -2%, -47%, 0%
> O=C(NC(=S)N1CCOCC1)C12CC3CCC(CC(C3)C1)C2
→ -17, ?, 3%, 36%[activator], -1%, -18%, 2%
> Cc1cc(-c2cc(C(=O)NC3CCCC3)on2)nc(NC2CCCC2)n1
→ 9, -7%, 5%, -2%, -2%, -18%, 4%
> CC(C)Cc1nn2c(=O)cc(COC(=O)c3ccc(NC(=O)c4cccs4)cc3)nc2s1
→ 81, -2%, ., ., 4%, ., -5%
> COCCN1CN(S(=O)(=O)c2ccccc2)c2nc3ccccc3nc21
→ -2, 10%, 0%, -1%, -8%, 38%, ?
> CC(C)CSc1ncnc2c1oc1nc3c(cc12)COC(C)(C)C3
→ 28, 1%, 0%, 17%, -3%, -14%, -15%
> CN(CCOc1ccccc1)C(=O)CCc1nc2sc3c(c2c(=O)[nH]1)CCCC3
→ -19, -5%, -8%, 19%, -2%, 86%[activator], -3%
> CCn1c(SCC(N)=O)nc2cc(S(=O)(=O)N3CCOCC3)ccc21
→ 18, -10%, 1%, 1%, 4%, -17%, 3%
> N#C/C(=C/c1ccc(O)c(O)c1)c1nc2ccccc2[nH]1
→ 214, 2%, 1%, 10%, 4%, -51%, -15%
> Cc1ccc(-n2nnnc2-c2cnn(-c3cccc(F)c3)c2C(F)(F)F)cc1
→ -75*, ?, 3%, -6%, 4%, 5%, -29%
> Cc1ccc(CNC(=O)CCn2cc(-c3ccc(C)cc3)nc2-c2ccncc2)cc1
→ -10, ?, -9%, -28%, -2%, 179%[activator], -9%
> COc1cccc(NC(=S)Nc2ccc(F)cc2)c1
→ 16, 0%, -1%, 46%[activator], -2%, -30%, ?
> Cc1ccc(-c2nc3ccccc3o2)cc1NC(=O)Cc1cccs1
→ -6, 9%, 2%, 1%, 4%, -31%, 7%
> CCC(=O)Nc1ccc2c(c1)nc(CCNC(=O)c1ccco1)n2C
→ 3, -11%, -10%, -5%, -2%, 40%, 1%
> CCOC(=O)c1ccc(N2CC3=C(C2=O)C(c2ccc(OC)cc2)NC(=O)N3C)cc1 (stereo unspecified)
→ -12, -3%, ., ., -4%, ., 13%
> Cc1cccc(N(C)S(=O)(=O)c2cccc3nsnc23)c1
→ -17, -7%, -9%, -1%, -7%, -20%, 1%
> CCCCCNC(=O)C(=O)NCC(c1ccc2c(c1)OCO2)N1CCOCC1 (stereo unspecified)
→ 10, -3%, ., ., 0%, ., -2%
> CC(=O)c1c(C)[nH]c(C(=O)OCc2ccc(Br)cc2)c1C
→ -40, 6%, -1%, 8%, -1%, 0%, 5%

# Among those listed so far, these contain an aryl methoxy group:
# Fields: HCMV antiviral, AmpC detergent, LmPK inhibitor, AMA1-RON2 inh, Tb PYK inh, AmpC no deterg, Sm TGR block
> COc1cccc(N=Nc2c(N)[nH][nH]c2=O)c1
→ 25, 3%, -22%, -4%, -13%, -16%, 17%
> COc1cccc(C(=O)NCCN2CCC(n3c(=O)[nH]c4ccccc43)CC2)c1
→ 4, ., ., -2%, 0%, ., .
> COc1ccc(CCNC(=O)Nc2ccc3c(c2)OCO3)cc1OC
→ 18, -3%, 0%, -8%, -4%, -14%, -7%
> COc1ccc(-c2nc(CNC(=O)NC3CCCCC3)c(C)o2)c(OC)c1
→ 9, 3%, ., ., -1%, ., -4%
> COc1ccc(OC)c(C2C(C#N)=C(N)Oc3c2c(C)nn3-c2cccc(Cl)c2)c1 (stereo unspecified)
→ -13, ?, -2%, -18%, -2%, -47%, 0%
> COc1cccc(NC(=S)Nc2ccc(F)cc2)c1
→ 16, 0%, -1%, 46%[activator], -2%, -30%, ?
> CCOC(=O)c1ccc(N2CC3=C(C2=O)C(c2ccc(OC)cc2)NC(=O)N3C)cc1 (stereo unspecified)
→ -12, -3%, ., ., -4%, ., 13%
